Compound activity from PubChem.
NR5A2 inv ag = LRH-1 (NR5A2) inverse agonists, primary screen, cell-based, luminescence, HEK293T, StAR-luciferase reporter; LRH-1 transfected, 24 h; Nuclear receptor subfamily 5 group A member 2 (Homo sapiens), O00482; inhibition, % at 3.6 µM; 0.13% of 360,000 active; AID 602396, 2012;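 active = inhibition above the mean inhibition of all tested compounds plus 3 SD, cut at about 73% in these data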;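 also: 0% = DMSO wells and 100% = reporter-only cells lacking LRH-1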
NR2F2 inh = NR2F2 transcriptional activity inhibitors, primary screen, cell-based, luciferase reporter, HEK293T, luminescence. 0.7% of 370,000 active. COUP transcription factor 2 (Homo sapiens), P24468. AID 686940, 2013. HEK293T NGFI-A luciferase reporter. inhibition, % at 8.6 µM;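 active = inhibition above a per-plate cutoff, mean inhibition of test wells between control levels plus 3 SD, cut at about 38% in these data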;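 also: cells cotransfected with COUP-TFII expression vector driving the NGFI-A reporter; 0% = median of COUP-TF2 test wells and 100% = reporter-only cells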
TWEAK Fn14 block = inhibitors of TWEAK-Fn14 signaling, primary screen, luciferase reporter cells, uHTS; 2% of 360,000 active; TWEAK-stimulated Fn14 reporter cells, luciferase luminescence, 8 h; inhibition, % at 10 µM; in the data active = inhibition above about 50%
Granule exo inh = LAMP-1 surface exposure blockers, TALL-104 cells – cell-based, flow cytometry, MLPCN library, primary screen; inhibition, % at 10 µM; AID 651702, 2012; 0.66% of 360,000 active; TALL-104 LAMP-1 surface exposure; cells stimulated with thapsigargin and PMA;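 active = inhibition above about 55%, limit read from the data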
SRC3 inh = SRC3 coactivator transcriptional activity inhibitors, primary screen, cell-based, luminescence. Nuclear receptor coactivator 3 (Homo sapiens), Q9Y6Q9. HEK293 GAL4-SRC3 luciferase reporter. inhibition, % at 3.6 µM. 0.17% of 360,000 active. AID 588352, 2011;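 active = inhibition above a per-campaign cutoff, the mean of all compounds plus 3 SD, cut at about 60% in these data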;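 also: 0% = DMSO-treated cells and 100% = gossypol-treated cells at 36 µM; higher means less SRC3-driven luciferase light from the GAL4 reporter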
NOD2 RIPK2 PPI = NOD2-RIPK2 binding disruptors in cells, primary screen, fluorescence, CHO cells, BLA complementation; Receptor-interacting serine/threonine-protein kinase 2 (Homo sapiens), O43353; CCF4 ratio; inhibition, % at 4.98 µM; 0.38% of 360,000 active; in the data active = inhibition above about 21%;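 also: 0% = vehicle only and 100% = reference blocker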
TROY NFkB inh = inhibitors of TROY-driven NF-kB signaling, primary screen, Q293 LMP1-TROYcd cells, NF-kB luciferase, uHTS | Q293 LMP1-TROYcd NF-kB luciferase reporter, 4 h | inhibition, % at 10 µM | AID 1347056, 2019 | 0.98% of 360,000 active;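 active = compounds whose plate-normalised and pattern-corrected inhibition of the luciferase reporter signal at the single screening dose is 50% or more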
ABHD5 PLIN5 PPI = ABHD5-PLIN5 interaction inhibitors, primary screen, cell lysate, split luciferase complementation, luminescence | inhibition, % at 4 µM | Split G. princeps luciferase complementation, 4 h | 0.78% of 360,000 active;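 active = inhibition above the mean inhibition across every tested compound plus 3 SD, cut at about 22% in these data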;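 also: 0% = DMSO only wells and the 100% control is not disclosed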
TLR9-MyD88 block = inhibitors of TLR9-MyD88 association in cells, primary screen, cell-based, CHO, BLA complementation, fluorescence; inhibition, % at 4.98 µM; Toll-like receptor 9 (Homo sapiens) + Myeloid differentiation primary response protein …; AID 504734, 2011; 0.21% of 340,000 active; CCF4 FRET ratio;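 active = inhibition above the mean over all tested compounds plus 3 SD, cut at about 21% in these data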;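 also: 0% = DMSO only wells and 100% = clavulanate BLA inhibitor control wells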
Target sequence (Q99836 whole entry, looked up): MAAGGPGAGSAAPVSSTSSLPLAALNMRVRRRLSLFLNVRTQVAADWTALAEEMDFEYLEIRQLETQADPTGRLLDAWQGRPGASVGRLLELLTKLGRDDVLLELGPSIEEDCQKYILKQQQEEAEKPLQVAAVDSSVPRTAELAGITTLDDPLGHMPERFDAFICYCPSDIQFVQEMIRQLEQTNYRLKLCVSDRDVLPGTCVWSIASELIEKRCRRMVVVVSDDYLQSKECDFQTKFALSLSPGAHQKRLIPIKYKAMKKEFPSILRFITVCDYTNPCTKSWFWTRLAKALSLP
Target sequence (Q9NR96 whole entry, looked up): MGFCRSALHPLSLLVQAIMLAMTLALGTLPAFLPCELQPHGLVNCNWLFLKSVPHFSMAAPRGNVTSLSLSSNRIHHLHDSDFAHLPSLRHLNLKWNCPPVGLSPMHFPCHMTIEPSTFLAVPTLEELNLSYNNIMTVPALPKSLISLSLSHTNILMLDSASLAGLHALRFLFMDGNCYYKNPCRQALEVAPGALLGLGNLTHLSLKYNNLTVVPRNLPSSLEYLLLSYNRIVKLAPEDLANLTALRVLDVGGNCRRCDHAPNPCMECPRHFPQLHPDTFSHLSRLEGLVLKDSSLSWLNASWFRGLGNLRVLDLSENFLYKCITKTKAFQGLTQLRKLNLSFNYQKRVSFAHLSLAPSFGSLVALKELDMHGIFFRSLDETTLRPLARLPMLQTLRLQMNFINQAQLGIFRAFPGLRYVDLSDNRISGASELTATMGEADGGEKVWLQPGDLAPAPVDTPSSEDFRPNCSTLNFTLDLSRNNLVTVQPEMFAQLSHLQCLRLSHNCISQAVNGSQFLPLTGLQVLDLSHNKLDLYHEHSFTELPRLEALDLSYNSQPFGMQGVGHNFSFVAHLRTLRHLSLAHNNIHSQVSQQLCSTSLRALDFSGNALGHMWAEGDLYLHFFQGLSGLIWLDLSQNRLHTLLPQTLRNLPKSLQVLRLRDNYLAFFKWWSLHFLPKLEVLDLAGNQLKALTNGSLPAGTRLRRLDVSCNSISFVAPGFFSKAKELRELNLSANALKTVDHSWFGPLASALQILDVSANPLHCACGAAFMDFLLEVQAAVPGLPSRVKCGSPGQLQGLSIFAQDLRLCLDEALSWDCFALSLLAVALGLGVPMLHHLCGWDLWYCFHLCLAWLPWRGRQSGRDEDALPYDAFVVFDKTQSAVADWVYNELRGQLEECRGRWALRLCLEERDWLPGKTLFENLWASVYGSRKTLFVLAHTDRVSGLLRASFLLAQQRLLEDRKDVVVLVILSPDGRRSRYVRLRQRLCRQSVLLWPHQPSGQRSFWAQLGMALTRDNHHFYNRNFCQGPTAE
NCOA2 inhibitor = inhibition of GAL4-SRC2 driven luciferase reporter, primary screen, SRC2 inhibitor project, cell-based, luminescence; HEK293 GAL4-SRC2 luciferase reporter; 0.17% of 370,000 active; inhibition, % at 9 µM; Nuclear receptor coactivator 2 (Homo sapiens), Q15596;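 active = inhibition above the mean inhibition of all tested compounds plus 3 SD, set per campaign, cut at about 52% in these data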;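 also: 0% = DMSO treated cells and 100% = cells given Gossypol at 36 µM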
NCOA1 inh = SRC1 coactivator transcriptional activity inhibitors, primary screen, cell-based, luminescence; HEK293 GAL4-SRC1 luciferase reporter; Nuclear receptor coactivator 1 (Homo sapiens), Q15788; inhibition, % at 3.6 µM; 0.12% of 360,000 active;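 active = inhibition above the campaign mean plus 3 SD, with each screening campaign given its own cutoff, cut at about 60% in these data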;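 also: 0% = DMSO treated cells and 100% = gossypol at 36 µM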
An asterisk follows results filed as active.

COC(=O)Cn1cc(/C=C(/C#N)C(=O)N2CCOCC2)c2ccccc21 was read as NR5A2 inv ag 0, NR2F2 inh 9, TWEAK Fn14 block 1, Granule exo inh 7, SRC3 inh 1, NOD2 RIPK2 PPI -16, TROY NFkB inh -14, ABHD5 PLIN5 PPI 1, TLR9-MyD88 block -4, NCOA2 inhibitor -30 and NCOA1 inh -9.
For Oc1ccc(-c2[nH]ncc2-c2cnn(-c3ccccc3)c2)c(O)c1 the results were NR5A2 inv ag 22, NR2F2 inh -10, TWEAK Fn14 block 5, Granule exo inh 0, SRC3 inh 15, NOD2 RIPK2 PPI -1, TROY NFkB inh 11, ABHD5 PLIN5 PPI 3, TLR9-MyD88 block -5, NCOA2 inhibitor -1 and NCOA1 inh 10.
CC1=C(C)CC(C(=O)NCc2ccccn2)C(C(=O)O)C1 (stereo not given) was read as NR5A2 inv ag 10, NR2F2 inh -1, TWEAK Fn14 block 4, Granule exo inh 4, SRC3 inh -5, NOD2 RIPK2 PPI 3, TROY NFkB inh 3, ABHD5 PLIN5 PPI -6, TLR9-MyD88 block 7, NCOA2 inhibitor 5 and NCOA1 inh -5.
Screening CC1(C)CC(=O)c2sc(NC(=O)c3cccs3)nc2C1 returned NR5A2 inv ag -96, NR2F2 inh -35, TWEAK Fn14 block 54*, Granule exo inh -2, SRC3 inh -53, NOD2 RIPK2 PPI -6, TROY NFkB inh -27, ABHD5 PLIN5 PPI -1, TLR9-MyD88 block 3, NCOA2 inhibitor -5 and NCOA1 inh -97.
For Cc1ccc(-c2nc(-c3ccccn3)no2)cc1[N+](=O)[O-] the results were NR5A2 inv ag -121, NR2F2 inh -11, TWEAK Fn14 block 62*, Granule exo inh -6, SRC3 inh -46, NOD2 RIPK2 PPI 7, TROY NFkB inh 25, ABHD5 PLIN5 PPI -3, TLR9-MyD88 block 7, NCOA2 inhibitor -39 and NCOA1 inh -89.
CCN(CC)CCC(=O)N1C/C(=C/c2ccccc2)C(=O)/C(=C\c2ccccc2)C1 was read as NR5A2 inv ag 70, NR2F2 inh 74*, TWEAK Fn14 block 107*, Granule exo inh 79*, SRC3 inh -8, NOD2 RIPK2 PPI 24*, TROY NFkB inh 63*, ABHD5 PLIN5 PPI 97*, TLR9-MyD88 block 11, NCOA2 inhibitor 37 and NCOA1 inh -85.
CCOC(=O)c1[nH]c(=S)[nH]c1C was read as NR5A2 inv ag -2, NR2F2 inh 10, TWEAK Fn14 block 11, Granule exo inh 2, SRC3 inh 6, NOD2 RIPK2 PPI -5, TROY NFkB inh 0, ABHD5 PLIN5 PPI -7, TLR9-MyD88 block -10, NCOA2 inhibitor -22 and NCOA1 inh -3.
CC(C)(C)NC(=O)Cn1c(=O)oc2ccc(Cl)cc21 was read as NR5A2 inv ag 11, NR2F2 inh 2, TWEAK Fn14 block 11, Granule exo inh 1, SRC3 inh 9, NOD2 RIPK2 PPI -11, TROY NFkB inh -22, ABHD5 PLIN5 PPI 6, TLR9-MyD88 block -8, NCOA2 inhibitor -24 and NCOA1 inh -8.
`COc1ccc(-c2nn(C)c(=O)[nH]2)cc1` gave NR5A2 inv ag 14, NR2F2 inh 2, TWEAK Fn14 block 1, Granule exo inh 0, SRC3 inh -13, NOD2 RIPK2 PPI -9, TROY NFkB inh -6, ABHD5 PLIN5 PPI 2, TLR9-MyD88 block -1, NCOA2 inhibitor 1 and NCOA1 inh 16.
For NC(=O)NC(=O)CSc1nc2cc([N+](=O)[O-])ccc2n1-c1cccc(C(F)(F)F)c1 the results were NR5A2 inv ag -16, NR2F2 inh 5, TWEAK Fn14 block 9, Granule exo inh 0, SRC3 inh 4, NOD2 RIPK2 PPI -1, TROY NFkB inh 16, ABHD5 PLIN5 PPI 0, TLR9-MyD88 block -17, NCOA2 inhibitor -22 and NCOA1 inh 2.
Screening CCCn1c(SCCN2C(=O)c3ccccc3C2=O)n[nH]c1=O returned NR5A2 inv ag -14, NR2F2 inh 6, TWEAK Fn14 block -20, Granule exo inh -1, SRC3 inh 17, NOD2 RIPK2 PPI 0, TROY NFkB inh -9, ABHD5 PLIN5 PPI 2, TLR9-MyD88 block -4, NCOA2 inhibitor -44 and NCOA1 inh 9.
Screening CCCC1Cc2c(sc3nc(SC)nc(N)c23)CO1 (stereo not given) returned NR5A2 inv ag -12, NR2F2 inh 6, TWEAK Fn14 block 68*, Granule exo inh -2, SRC3 inh -11, NOD2 RIPK2 PPI 4, TROY NFkB inh -24, ABHD5 PLIN5 PPI 1, TLR9-MyD88 block 7, NCOA2 inhibitor 8 and NCOA1 inh -5.
Screening CC1=C(C(=O)N(C)C)CC(CC(=O)NCCCN(C)C)C(=O)N1Cc1ccccc1 (stereo not given) returned NR5A2 inv ag -8, NR2F2 inh 11, TWEAK Fn14 block 5, Granule exo inh 18, SRC3 inh 5, NOD2 RIPK2 PPI -2, TROY NFkB inh 0, ABHD5 PLIN5 PPI 0, TLR9-MyD88 block 7, NCOA2 inhibitor -19 and NCOA1 inh 5.
`CSc1nnc(-c2sccc2OCc2ccccc2)n1C` gave NR5A2 inv ag 14, NR2F2 inh 11, TWEAK Fn14 block -15, Granule exo inh 0, SRC3 inh -1, NOD2 RIPK2 PPI -1, TROY NFkB inh 14, ABHD5 PLIN5 PPI 0, TLR9-MyD88 block -1, NCOA2 inhibitor -15 and NCOA1 inh -8.
Screening O=C(/C=C/c1cccs1)Nc1cccc(NC(=O)/C=C/c2cccs2)n1 returned NR5A2 inv ag -105, NR2F2 inh 1, TWEAK Fn14 block 73*, Granule exo inh 1, SRC3 inh -10, NOD2 RIPK2 PPI -9, TROY NFkB inh 26, ABHD5 PLIN5 PPI 6, TLR9-MyD88 block -1, NCOA2 inhibitor -13 and NCOA1 inh -24.
Screening CC(Sc1c[nH]c2ccccc12)C(=O)O (stereo not given) returned NR5A2 inv ag -5, NR2F2 inh -1, TWEAK Fn14 block 15, Granule exo inh 11, SRC3 inh 20, NOD2 RIPK2 PPI -3, TROY NFkB inh 8, ABHD5 PLIN5 PPI -1, TLR9-MyD88 block -1, NCOA2 inhibitor 12 and NCOA1 inh -9.
COC(=O)c1ccc(CON2C(=O)c3ccccc3C2=O)cc1 was read as NR5A2 inv ag 19, NR2F2 inh 9, TWEAK Fn14 block 28, Granule exo inh -1, SRC3 inh 14, NOD2 RIPK2 PPI 4, TROY NFkB inh -1, ABHD5 PLIN5 PPI 4, TLR9-MyD88 block -4, NCOA2 inhibitor -9 and NCOA1 inh 14.
O=C(CN1C(=O)COc2ccccc21)N1CCCc2ccccc21 was read as NR5A2 inv ag 12, TWEAK Fn14 block 13, Granule exo inh -8, SRC3 inh 20, NOD2 RIPK2 PPI -5, TROY NFkB inh 9, ABHD5 PLIN5 PPI -4, TLR9-MyD88 block 0 and NCOA1 inh -3.
Screening COCCNC(=O)c1cc(-c2ccccc2C)nn1CC1CC(c2cccnc2)=NO1 (stereo not given) returned NR5A2 inv ag 0, NR2F2 inh -8, TWEAK Fn14 block -34, Granule exo inh -4, SRC3 inh 7, NOD2 RIPK2 PPI -10, TROY NFkB inh -3, ABHD5 PLIN5 PPI 0, TLR9-MyD88 block -6, NCOA2 inhibitor -18 and NCOA1 inh -4.
Screening O=C(CN1C(=O)c2ccc([N+](=O)[O-])cc2C1=O)NC1CCS(=O)(=O)C1 (stereo not given) returned NR5A2 inv ag 0, NR2F2 inh 26, TWEAK Fn14 block 11, Granule exo inh 2, SRC3 inh 10, NOD2 RIPK2 PPI -1, TROY NFkB inh -9, ABHD5 PLIN5 PPI 6, TLR9-MyD88 block 6, NCOA2 inhibitor 4 and NCOA1 inh -2.
For Oc1ccccc1-c1nc(NC2CCCC2)c2ccccc2n1 the results were NR5A2 inv ag 21, NR2F2 inh 11, TWEAK Fn14 block 34, Granule exo inh 64*, SRC3 inh 15, NOD2 RIPK2 PPI 4, TROY NFkB inh 60*, ABHD5 PLIN5 PPI -10, TLR9-MyD88 block 14, NCOA2 inhibitor 7 and NCOA1 inh -1.
For Oc1ccc2ccccc2c1CNc1ccccn1 the results were NR5A2 inv ag 9, NR2F2 inh -6, TWEAK Fn14 block 40, Granule exo inh -4, SRC3 inh -3, NOD2 RIPK2 PPI -5, TROY NFkB inh -26, ABHD5 PLIN5 PPI 9, TLR9-MyD88 block 0, NCOA2 inhibitor -14 and NCOA1 inh 16.
`O=C(C[C@@H]1C[C@H]2c3cc(NC(=O)Nc4ccccc4F)ccc3O[C@H]2[C@H](CO)O1)NCC(F)(F)F` gave NR5A2 inv ag 3, NR2F2 inh 7, TWEAK Fn14 block -29, Granule exo inh -2, SRC3 inh -6, NOD2 RIPK2 PPI 5, TROY NFkB inh 3, ABHD5 PLIN5 PPI -3, TLR9-MyD88 block -11, NCOA2 inhibitor -14 and NCOA1 inh -16.
Screening COCCN1CC(C(=O)N2CCC(Oc3ccccc3OC)CC2)CCC1=O (stereo not given) returned NR5A2 inv ag -7, NR2F2 inh -7, TWEAK Fn14 block -35, Granule exo inh 0, SRC3 inh -6, NOD2 RIPK2 PPI -4, TROY NFkB inh -6, ABHD5 PLIN5 PPI -10, TLR9-MyD88 block -3, NCOA2 inhibitor 26 and NCOA1 inh 3.
For COc1cccc(/C=N/n2c(C)nc3ccccc32)c1OC the results were NR5A2 inv ag -34, NR2F2 inh -25, TWEAK Fn14 block -39, Granule exo inh -4, SRC3 inh -5, NOD2 RIPK2 PPI -6, TROY NFkB inh -15, ABHD5 PLIN5 PPI 1, TLR9-MyD88 block -3, NCOA2 inhibitor -55 and NCOA1 inh -31.
CC1=C(C(=O)Nc2ccccn2)C(c2ccccc2)n2ncnc2N1 (stereo not given) was read as NR5A2 inv ag -60, NR2F2 inh -15, TWEAK Fn14 block 1, Granule exo inh -2, SRC3 inh -1, NOD2 RIPK2 PPI -6, TROY NFkB inh -27, ABHD5 PLIN5 PPI 2, TLR9-MyD88 block -1, NCOA2 inhibitor -15 and NCOA1 inh -7.
Screening COc1ccc(-c2noc(-c3ccc(Br)o3)n2)cc1 returned NR5A2 inv ag -32, NR2F2 inh -4, TWEAK Fn14 block -18, Granule exo inh 2, SRC3 inh -62, NOD2 RIPK2 PPI 4, TROY NFkB inh -19, ABHD5 PLIN5 PPI 3, TLR9-MyD88 block 0, NCOA2 inhibitor -22 and NCOA1 inh -113.

This is a subset, so the mix of outcomes need not match the whole.
